# Screening data as filed in PubChem BioAssay.
# CASP6 VEID inh = human caspase-6 inhibitors, primary screen, biochemical, VEID-R110 fluorescence, single point, set 2. purified caspase-6, Z-VEID-R110 cleavage fluorescence. inhibition, % at 12.5 µM. 0.53% of 350,000 active. AID 686996, 2013;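 active = mean inhibition across replicates at least about 35%, with every replicate also reaching that limit, limit read from the data; inconclusive = only one of the two criteria met; inactive = neither criterion met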;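 note: 0% = median of neutral control wells and 100% = no fluorescence left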
# Target sequence (P55212 24-179 limits assumed): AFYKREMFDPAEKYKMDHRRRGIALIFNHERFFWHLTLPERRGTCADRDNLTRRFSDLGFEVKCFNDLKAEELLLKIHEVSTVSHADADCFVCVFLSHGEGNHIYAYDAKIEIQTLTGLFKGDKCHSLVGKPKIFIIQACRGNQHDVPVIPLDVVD
# Target sequence (P55212 194-293 limits assumed): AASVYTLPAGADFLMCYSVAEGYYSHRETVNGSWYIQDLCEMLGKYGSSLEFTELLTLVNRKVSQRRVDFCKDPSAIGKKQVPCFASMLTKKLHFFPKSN
# PGC1a acetyl inh = inhibitors of PGC1a acetylation signal, primary screen, cell-based, U2OS, AlphaScreen, inhibitor mode. AlphaScreen anti-acetyl-lysine; with virally co-expressed GCN5 acetyltransferase. inhibition, % at 15.6 µM. 0.17% of 350,000 active;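 active = every replicate shows inhibition of at least 40%; inconclusive = mean inhibition at least 40% but some replicate below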;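 note: 0% = neutral control wells and 100% = positive control wells; some results beyond the cut were filed as inactive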
# FN deposition inh = inhibitors of fibronectin matrix deposition, primary screen, AH1F cells, Alexa488-fibronectin fluorescence, plate reader; AH1F fibroblasts, overnight; inhibition, % at 12.6 µM; 0.086% of 350,000 active;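 active = mean inhibition across replicates of 30% or more, regardless of how many single replicates reach that level; inconclusive = mean under 30% yet at least half of replicates reach 30%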;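 note: positive control wells lacked labelled fibronectin entirely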
#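 Assay system: AH1F fibroblasts / Quantity: 10000 cells per well / Medium: DMEM plus 2% serum, read in PBS / Reagent: labelled fibronectin 24 nM / Dosing: single dose, pinned / Times: 1 h cell attachment, overnight exposure to compound and label / Signal: fluorescence, ex 485 nm, em 525 nm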
# Cneo AK release = Cryptococcus neoformans cell lysis inducers, primary screen, AK release luminescence, single concentration; C. neoformans lysis, adenylate kinase release luminescence, 4 h; normalised: neutral wells 0, clomiphene wells 100; lysis activity, % at 15 µM; 0.2% of 360,000 active; AID 651654, 2012;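 active = mean lysis activity across replicates of at least 80%, whatever share of replicates individually reach that level; inactive = mean lysis activity below 80%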
#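 Material: C. neoformans cells | Amount: Yeast cell density of 5 × 10^6 cells/mL | Medium: Fresh YPD growth medium | Dosing: Single dose | Times: Static 4 h at 37 °C with compound, 1 h detection | Detection: AK luminescence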
# LGR2 inh = inhibitors of bursicon-induced LGR2 CRE-luciferase signal, primary screen, cell-based, HEK293, CRE-luciferase reporter, bursicon stimulation | Drosophila bursicon receptor LGR2 (rickets) | bursicon-stimulated, 4 h | inhibition, % at 9.99 µM | 0.35% of 380,000 active;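 active = drop in luminescence signal, shown as inhibition above about 50% in the replicate tests, limit read from the data, passing the limit was not always enough; inconclusive = probably only some replicates passing the limit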;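 note: agonist challenge used bursicon conditioned medium at about half maximal strength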
# miR-122 sensor = miR-122 Renilla sensor signal increase in Huh7, primary screen, miR-122 inhibitor project, cell-based, single point, plate reader; Huh7 miR-122 Renilla luciferase sensor, 48 h; neutral wells = 0, positive control = 100; 0.3% of 340,000 active; activation (reporter increase), % at 12.5 µM;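 active = mean replicate activation score at least 90 and every replicate individually at or above 90; inconclusive = only one of the two criteria met; inactive = neither criterion met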;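 note: higher luciferase means less miR-122 activity so hits act as miR-122 inhibitors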
# EWS-Fli inh = EWS/Fli-driven NR0B1 reporter inhibitors, primary screen, A673 cells, NR0B1 luciferase, luminescence, MLPCN library. viability-normalised. inhibition, % at 12.6 µM. 0.67% of 350,000 active;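 active = mean inhibition of at least 50% after viability correction, with every replicate also passing that limit; inconclusive = mean reaches 50% but only one of two replicates passes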;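 note: firefly luciferase signal divided by Alamar Blue viability fluorescence both relative to DMSO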
# PAX8 inh HTS = inhibitors of PAX8-driven TPO luciferase reporter, primary screen, RMG-I cells, single concentration; SteadyGlo, 24 h; inhibition, % at 12.6 µM; 1.2% of 360,000 active; AID 652154, 2013;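 active = mean replicate inhibition at least 60% with every replicate also reaching 60%; inconclusive = only one of the two criteria is met; inactive = mean below 60% and not all replicates reaching 60%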;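 note: luciferase light reporting Pax8 driven TPO promoter activity; plate controls were median of neutral control wells for no effect and mitoxantrone controls for full effect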
# * marks the source's active call; other numbers are inactive results; u = inconclusive; x = no result given; [ ] = dose if it differs, or a comment.
Compound	CASP6 VEID inh	PAX8 inh HTS	PGC1a acetyl inh	FN deposition inh	EWS-Fli inh	miR-122 sensor	LGR2 inh	Cneo AK release
CC(=O)NC1CC2CCCC(C1)N2C(=O)Nc1ccccc1 (centres undefined)	x	10	-2	-1	x	-3	x	0
CCCn1cnc2cc(NCc3ccc(Br)cc3)ccc21	1	-82	3	4	-93	3	-103	1
CCOC(=O)c1cc(S(=O)(=O)NC2CCCCC2)cn1C	-2	6	-20	0	-6	u	16	-1
CC(=NNc1nc2ccccc2o1)c1cc2ccccc2cn1	-5	x	x	9	27	x	-72	x
CC(C)n1nc(C(=O)Nc2nc3ccccc3[nH]2)c2ccccc2c1=O	1	7	10	-5	-4	-6	-9	34
Nc1nnnn1/N=C/C=C/c1ccccc1	x	x	3	x	x	-5	2	4
CCc1nc2c(OCc3ccc(F)cc3)cccn2c1N(C)C(=O)c1ccco1	x	-18	7	-3	0	0	3	0
CN(C)C(=O)c1ccc(-c2ccc([C@H]3[C@H](CO)N4CCCCN(C(=O)C5CC5)C[C@@H]34)cc2)cc1	1	-13	-2	x	-6	5[16.7 µM]	1	0
CC(O)CNc1nc(NCc2ccccc2)c2cnn(C)c2n1 (centres undefined)	-10	-8	5	9	4	-2	-7	4
Cc1ccc(O)c(C(=O)/C=C/c2ccc3c(c2)OCCO3)c1	1	-23	x	2	-10	x	-19	x
C[C@@H]1CN([C@@H](C)CO)C(=O)c2cccc(NS(=O)(=O)c3ccccc3)c2O[C@H]1CN(C)Cc1ccc(-c2ccccc2)cc1	0	x	-31	x	-1	-2[16.7 µM]	-2	55
O=C(Nc1ccc(F)cc1)N1CC(=O)N2[C@H](C1)[C@@H](c1ccc(-c3ccc(F)cc3)cc1)[C@@H]2CO	-1	33	-1	x	-4	x	12	x
O=C(Cc1ccccn1)N1CC(=O)N2[C@H](C1)[C@@H](c1ccc(C#CC3CCCC3)cc1)[C@@H]2CO	0	x	0	2	-5	x	-8	x
Cc1ccc(C(OCC(O)CN2CCCCC2CO)c2ccccc2)cc1 (centres undefined)	0	-3	x	-5	1	x	-2	x
CCOC(=O)c1cn2ccc(C)cc2n1	0	-54	x	-22	-11	x	-1	x
CC(C)(O)C#Cc1ccc([C@@H]2[C@H](CO)N3CCCCN(C(=O)c4ccncc4)C[C@@H]23)cc1	3	0	4	x	-14	12[16.7 µM]	-3	-3
O=C(COC(=O)c1cnccn1)Nc1ccc(Cl)cc1C(F)(F)F	1	-7	x	-3	0	0	-3	1
CCOc1ccc(N(CC(=O)NCc2ccc(F)cc2)S(=O)(=O)c2c(C)noc2C)cc1	-2	0	-14	-6	-3	0	-9	1
O=C(C[C@H]1C=C[C@H](NS(=O)(=O)c2ccc(F)cc2)[C@@H](CO)O1)NC1CCC1	-2	4	-10	16	1	x	19	-1
CN(C)CCCCNC(=O)[C@@H]1C[C@@H]2C(=O)NCC(=O)N2[C@@H]1c1ccc(O)cc1	-3	-65	8	x	-88	x	x	2
CC(C)[C@H](NC(=O)NC1CCCc2ccccc21)C(=O)O (some centres undefined)	x	x	0	x	x	-1	-6	0
CCOc1ccc(N(CC(=O)NC2CCCCC2)C(=O)CCC(=O)Nc2cc(C)ccn2)cc1	-1	-3	4	6	0	-2	1	-7
CCC(C)n1c(SCC(=O)Nc2ccc3[nH]c(=O)[nH]c3c2)nc2ccccc2c1=O (centres undefined)	-6	0	22	-2	0	1	-11	1
CCn1c(-c2ccccn2)nc2cc(S(=O)(=O)N(C)C)ccc21	-1	-28	-2	4	-30	2	-5	-3
CCOc1ccccc1-c1cc(NC)ncn1	-4	-7	x	5	-4	-3	-2	11
O=C(OCc1cn([C@@H]2CN(C(=O)c3cccs3)[C@@H](c3ccc(Cl)cc3)C[C@H]2O)nn1)c1ccccc1	-1	-12	-1	-4	0	-3	1	-3
O=C(Nc1ccc(C(O)c2ccccc2)cc1)[C@@H]1O[C@H](CO)[C@@H](O)[C@H]1O (some centres undefined)	2	1	-6	16	-2	1	x	-1
CCn1c(SCC(=O)NC2CCCCC2)nc2c(c1=O)SCC2	0	-8	x	-5	-7	x	8	-2
C/C=C/c1ccc([C@H]2[C@@H](CO)N3C(=O)CN(Cc4ccc(F)cc4)C[C@H]23)cc1	7	x	-3	-8	-4	x	22	x
CO[C@@H]1CN(C)C(=O)c2cc(NC(=O)C3CC3)ccc2OC[C@@H](C)N(C(=O)CN2CCOCC2)C[C@@H]1C	x	-13	19	1	-1	x	1	0
O=C(C[C@H]1C[C@@H]2c3cc(NC(=O)C4CCC4)ccc3O[C@@H]2[C@H](CO)O1)NCc1ccc(-c2ccccc2)cc1	-2	28	8	9	5	-1[16.7 µM]	6	-5
O=[N+]([O-])c1ccc(-n2nnnc2-c2ccccc2)cc1	x	14	x	-11	x	-3	17	-2
O=C(CN1CCOCC1)N(c1ccccc1)c1ccc2ccccc2c1	x	6	x	4	x	-5	x	0
O=C(CCN1C(=O)c2ccccc2S1(=O)=O)Nc1ccccc1F	-3	-15	x	x	-1	x	-3	0
COc1ccc(NC(=O)C2CCCN(S(=O)(=O)c3ccc4[nH]c(=O)ccc4c3)C2)cc1OC (centres undefined)	3	3	11	12	x	1	1	1
Cc1cc(C(=O)Nc2cccc3c2O[C@@H](CN(C)Cc2ccc(Oc4ccccc4)cc2)[C@@H](C)CN([C@H](C)CO)C3=O)n(C)n1	0	-8	-2	x	2	0[16.7 µM]	-11	3
O=C(NCCC1=CCCCC1)C1CCN(S(=O)(=O)c2ccccc2)CC1	-1	17	-4	-9	2	1	2	x
COc1ccccc1-c1nn(-c2ccccc2)cc1C(=O)N1CCc2ccccc2C1	3	11	-14	4	8	22	-1	-1
COC(=O)c1ccc(COc2ccc(/C=C/C(=O)c3ccc(OC)c(CSCC(=O)O)c3)cc2OC)cc1	41*	-19	-1	x	x	-4	7	-1
Cc1sc2ncn(CC(=O)NC3CCCCC3)c(=O)c2c1C	-34	-9	13	5	6	x	x	1
CC1CN(c2ccccc2)CCN1C(=O)c1cc(COc2c(F)cccc2F)on1 (centres undefined)	-1	-2	-11	-4	18	0	-7	-2
CCn1c(C)nnc1SCC(=O)Nc1ccccc1Cl	-3	18	-1	-1	4	6	8	5
COc1cc(Cl)ccc1OCc1cc(C(=O)N(C)C2CC(C)(C)NC(C)(C)C2)no1	-1	-15	-2	-2	x	-1	0	1
CCCC(=O)NCCCc1nc2ccccc2[nH]1	0	-3	x	4	5	x	5	-3
Cc1ccc(S(=O)(=O)n2nc(-n3c(C)ccc3C)c3c(F)cccc32)c2ccccc12	-2	33	8	2	-1	1	-30	0
Cc1ccc(NC(=O)CSCC(=O)Nc2nnc(C3CC3)s2)cc1	-1	-6	x	5	-7	1	4	3
CC(=O)Nc1ccc(S(=O)(=O)NCCc2cc3c(C)ccc(C)c3[nH]c2=O)cc1	-4	7	-7	-2	3	3	1	-1
COc1cccc(-c2ccc3n(c2=O)C[C@H]2[C@H](CO)[C@@H](C(=O)N(C)C)[C@@H]3N2C(=O)c2ccccn2)c1	0	x	x	2	-2	x	-8	-3
CCC(=O)NC1(Cc2ccc(O)cc2)CCCCC1	-5	3	u	8	9	-5	x	x
Cc1cc(C(=O)N2CCC2(C)C(=O)Nc2cc(C(C)(C)C)nn2C)nn1C (centres undefined)	0	22	x	13	-3	x	-2	-12

# Other compounds:
Compound	CASP6 VEID inh	PAX8 inh HTS	PGC1a acetyl inh	FN deposition inh	EWS-Fli inh	miR-122 sensor	LGR2 inh	Cneo AK release
O=C(CSc1ncc(C(=O)O)n1-c1ccc(F)cc1)NCc1ccc2c(c1)OCO2	3	0	6	4	-9	x	-8	x
COc1cccc(C(=O)Nc2ccc3c(c2)OC[C@@H](C)N(C(=O)C2CCCC2)C[C@@H](C)[C@H](OC)CN(C)C3=O)c1	2	-8	x	1	-2	5[16.7 µM]	13	-3
CCN(CC)C(=O)C1=C(C)N(CCC2=CCCCC2)C(=O)C(CC(=O)NC2CCCC2)C1 (centres undefined)	2	-10	0	-6	-4	-6	-16	x
CCOC(=O)[C@]12CCCC=C1N(Cc1ccco1)C(=O)[C@H](CC(=O)NCc1cccc(C(F)(F)F)c1)C2	1	10	x	x	1	x	13	x
CCc1ccccc1NC(=O)Nc1ccc(F)cc1F	-1	0	-5	x	6	29	-13	x
CCCn1c(N)cc(=O)n(CCC)c1=O	0	-3	5	-7	9	x	-1	x
C[C@@H]1CN([C@H](C)CO)S(=O)(=O)c2ccc(C3=CCCCC3)cc2O[C@@H]1CN(C)Cc1cccnc1	-4	x	-5	3	3	x	17	2
O=C(COC(=O)c1ccc2[nH]c3c(c2c1)CCCC3)Nc1ccccc1Cl	0	-4	-4	0	-14	-3	11	x
CCCN(C)C[C@H]1OCCCC[C@@H](C)Oc2ccc(NC(=O)c3ccccc3)cc2C(=O)N([C@@H](C)CO)C[C@H]1C	x	-11	-7	x	-4	-2[16.7 µM]	4	x
C[C@H]1CN([C@@H](C)CO)C(=O)Cc2cc(NS(=O)(=O)c3cn(C)cn3)ccc2O[C@@H]1CN(C)S(=O)(=O)c1ccc(Cl)cc1	x	-3	-3	9	-4	1[16.7 µM]	9	35
CN1C(=O)c2cc(NC(=O)C3CCOCC3)ccc2OC[C@H]2O[C@@H](CC(=O)NCC3CC3)CC[C@H]21	-3	-15	3	-5	-9	-7[16.7 µM]	-10	-2
O=C1CN(C(=O)CN2CCOCC2)C(c2ccccc2)c2cc(Br)ccc2N1 (centres undefined)	1	29	-25	5	7	-6	-5	0
CCCc1nn2c(=O)cc(CSCC(=O)Nc3nnc(C(C)C)s3)nc2s1	0	13	2	2	4	1	1	x
CS(=O)(=O)c1ccc(Cl)c(NC(=O)C2CCCN(C(=O)c3ccc(Cl)cc3)C2)c1 (centres undefined)	0	5	x	-7	0	-4	-6	4
O=[N+]([O-])c1cccc(/C=N/N2CCN(Cc3ccccc3)CC2)c1	2	-66	-9	-5	-78	-1	-12	0
Cc1ccc(C)c(NC(=O)NCc2ccccn2)c1	-6	x	-8	9	x	-2	1	5
Cc1cccc(-n2c(=O)[nH]c3c(C(N)=O)nc(-c4ccccc4Cl)nc32)c1	2	37	-34	5	18	-1	-1	-1
O=c1nc2onnc2c(C=NO)[nH]1	1	-13	x	6	3	x	10	x
COc1ccc(C(=O)NC(=O)CSc2n[nH]c(N)n2)cc1	0	x	-2	-9	0	x	x	-1
CC(C)NC(=O)N[C@H]1CC[C@H](CCNC(=O)C2CC2)O[C@@H]1CO	8	-16	0	-13	-9	x	-1	1
CN(C(=O)c1cccc([N+](=O)[O-])c1)c1ccccc1C(=O)NCc1ccccc1	1	5	x	x	-5	x	13	2

# An unsorted share of the library; any-hit rate near 2.5%.
